High-throughput results as filed in PubChem BioAssay.
RXFP1 ag: qHTS Assay for Agonists of the Relaxin Receptor RXFP1; AID 2676, 2010; HEK293T-RXFP1 cAMP TR-FRET, 30 min; response scale: percent of porcine relaxin response, buffer zero; 0.3% of 370,000 active; Potency, µM (top dose mostly 57.5 µM), for inactives: at the top dose activation, most hits filed as activators; further: on the % scale 0 is the no-effect control and ±100 the full control effect; nearly all actives have a fitted effect of over 60% in size; many of its hits are not listed in these tables
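HEK293T cells stably expressing RXFP1 were pretreated with the PDE4 inhibitor Ro 20174, exposed to compounds for 30 min at 37C, lysed, and cAMP was read by TR-FRET. Data normalized to buffer (basal) and 29 nM porcine relaxin (100%).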
12-LOX inh: Primary qHTS assay for inhibitors of human arachidonate 12S-lipoxygenase (ALOX12): Round 2 | purified 12hLO, xylenol orange hydroperoxide absorbance | Potency, µM (titrated, usually from 108 µM), for the others: at the top dose activity change, negative = inhibition, usual class: inhibitors | 1.1% of 580,000 active | Polyunsaturated fatty acid lipoxygenase ALOX12 (Homo sapiens), P18054; further: on the % scale 0 is the no-effect control and ±100 the full control effect
Target sequence (P18054 whole entry, looked up): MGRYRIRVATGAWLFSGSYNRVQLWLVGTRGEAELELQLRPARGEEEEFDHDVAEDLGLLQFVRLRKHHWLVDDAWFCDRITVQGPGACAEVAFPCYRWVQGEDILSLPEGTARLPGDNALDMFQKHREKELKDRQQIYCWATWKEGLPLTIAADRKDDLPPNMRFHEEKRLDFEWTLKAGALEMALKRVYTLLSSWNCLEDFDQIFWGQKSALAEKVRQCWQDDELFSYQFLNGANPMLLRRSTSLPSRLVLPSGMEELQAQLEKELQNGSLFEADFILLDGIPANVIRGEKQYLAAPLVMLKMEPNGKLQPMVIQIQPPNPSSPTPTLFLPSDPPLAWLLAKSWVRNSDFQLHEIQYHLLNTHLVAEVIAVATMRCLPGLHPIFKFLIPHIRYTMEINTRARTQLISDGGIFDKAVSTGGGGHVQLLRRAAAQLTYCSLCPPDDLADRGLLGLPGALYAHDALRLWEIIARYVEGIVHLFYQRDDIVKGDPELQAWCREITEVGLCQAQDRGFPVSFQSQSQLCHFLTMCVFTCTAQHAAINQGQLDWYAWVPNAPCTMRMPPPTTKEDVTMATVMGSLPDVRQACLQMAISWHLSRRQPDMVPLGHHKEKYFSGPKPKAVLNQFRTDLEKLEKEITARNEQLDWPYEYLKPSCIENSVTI
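Hydroperoxide product was detected by ferrous iron/xylenol orange as the 573 to 405 nm absorbance ratio. Arachidonic acid at 40 uM (final) was turned over for 30 min at room temperature by 150 nM human 12hLO, pH 7.0 Hepes buffer, after 15 min compound preincubation.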
IDH1 R132H inh: qHTS for Inhibitors of mutant isocitrate dehydrogenase 1 (IDH1): qHTS; Isocitrate dehydrogenase [NADP] cytoplasmic (Homo sapiens), O75874; IDH1-R132H enzyme, NADPH consumption, diaphorase/resazurin fluorescence; Potency, µM (top dose mostly 76.6 µM), for inactives: at the top dose activity change, negative = inhibition, usual class: inhibitors; 0.093% of 390,000 active; further: on the % scale 0 is the no-effect control and ±100 the full control effect; nearly all actives have a fitted effect of over 65% in size
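IDH1-R132H (0.5 ug/mL) preincubated 30 min with compound, then NADPH (0.016 mM) and alpha-KG (2 mM) added; 80 min at RT, pH 7.5. Remaining NADPH coupled via diaphorase/resazurin to fluorescence (540/590 nm); concentration-response curves normalized to no-enzyme control.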
Vif-A3F inh: qHTS for Inhibitors of Vif-A3F Interactions: qHTS; AID 602313, 2012; Potency, µM (doses to about 46.1 µM), without a hit: top-dose activity, negative = active; HeLa A3F-eYFP + Vif (tagged APOBEC3F with the HIV-1 protein that degrades it), YFP fluorescence increase; 0.2% of 390,000 active; further: % of control where 0% means no effect; nearly all actives have a fitted effect of over 65% in size
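HeLa cells stably expressing A3F-eYFP plus Vif, plated and incubated overnight at 37 deg C, then exposed to compounds overnight at 37 deg C. Blocked degradation read as raised yellow fluorescence (Ex 488/Em 500-530).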
RGS4 inhibitor: Inhibitors of Regulator of G Protein Signaling (RGS) 4: qHTS; Regulator of G-protein signaling 4 (Homo sapiens), P49798; Transcreener GDP fluorescence polarization, RGS4-accelerated GTP hydrolysis; Potency, µM (highest dose often 114 µM), without a hit: at the highest dose activity change, negative = inhibition, most hits filed as inhibitors; 0.039% of 390,000 active; further: on the % scale 0 is the no-effect control and ±100 the full control effect; nearly all actives have a fitted effect of over 75% in size; some results filed as inactive show a strong effect at the top dose
Target sequence (P49798 whole entry, looked up): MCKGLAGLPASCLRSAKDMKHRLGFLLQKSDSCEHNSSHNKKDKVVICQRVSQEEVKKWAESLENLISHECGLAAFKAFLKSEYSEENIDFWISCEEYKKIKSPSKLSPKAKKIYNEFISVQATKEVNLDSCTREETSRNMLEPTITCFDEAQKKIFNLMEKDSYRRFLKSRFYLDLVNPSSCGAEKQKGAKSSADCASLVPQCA
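MLSMR compounds (23 nl, pin-transferred) preincubated 10 min at room temperature with a 500nM (2x) first reagent, then RGS4 at 900nM (2x) plus Transcreener GDP mix added; fluorescence polarization (620/688 nm) read before and after 90 min at 30 °C.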
TrxR1 substrate: qHTS Assay for Substrates of Mammalian Selenoprotein Thioredoxin Reductase 1 (TrxR1): qHTS | purified TrxR1 substrate turnover, NADPH consumption readout | Potency, µM (doses to about 114 µM), for the others: at the top dose activity change, negative = substrate turnover | Thioredoxin reductase 1, cytoplasmic (Rattus norvegicus), O89049 | 0.01% of 390,000 active; further: on the % scale 0 is the no-effect control and ±100 the full control effect; nearly all actives have a fitted effect of over 50% in size
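Rat TrxR1, dispensed at 90 nM, was prereduced with 400 uM NADPH (final) for 5 min at ~22 deg C, then incubated with compound 15 min before 400 uM selenite. A first-read NADPH fluorescence drop versus no-compound background flagged substrates.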
USP1-UAF1 inh: Inhibitors of USP1/UAF1: Primary Screen; Ubiquitin carboxyl-terminal hydrolase 1 (Homo sapiens), O94782; recombinant USP1/UAF1, Ub-Rhodamine cleavage fluorescence; Potency, µM (doses to about 57.1 µM), for inactives: at the top dose activity change, negative = inhibition, actives largely listed as inhibitors; 0.23% of 390,000 active; AID 743255, 2014; further: on the % scale 0 is the no-effect control and ±100 the full control effect; nearly all actives have a fitted effect of over 60% in size; inactives centre near -12
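In this screen, compounds sit with the deubiquitinase complex (1nM) for 15 min at room temperature before Ub-Rho is added at 150nM final. Fluorescence rise is then followed for 6 reads every 60 seconds.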
rTrxR1 inhibitor: qHTS Assay for Inhibitors of Mammalian Selenoprotein Thioredoxin Reductase 1 (TrxR1): qHTS; recombinant rTrxR1, NADPH fluorescence consumption, selenite substrate; Thioredoxin reductase 1, cytoplasmic (Rattus norvegicus), O89049; Potency, µM (series often up to 114 µM), without a hit: at the highest dose activity change, negative = inhibition, hits mostly inhibitors; 1% of 390,000 active; further: on the % scale 0 is the no-effect control and ±100 the full control effect; nearly all actives have a fitted effect of over 65% in size
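Rat TrxR1 (90 nM in the dispensed reagent) was pre-reduced with 400 uM NADPH for 5 min at room temperature, then incubated with compound for 15 min. After 400 uM selenite was added, NADPH fluorescence (Ex 340/Em 450 nm) was followed for 8 min.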
Vif-APOBEC3G blk: qHTS for Inhibitors of Vif-A3G Interactions: qHTS | HeLa A3G-eYFP + Vif (tagged APOBEC3G with the HIV-1 protein that degrades it), YFP fluorescence, overnight | Potency, µM (titrated, usually from 46.1 µM), without a hit: at the top dose activity, negative = active, most hits filed as inhibitors | 0.076% of 410,000 active;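 further: on the % scale 0 is the no-effect control and ±100 the full control effect; nearly all actives have a fitted effect of over 60% in size; hits raise eYFP signal because A3G escapes Vif-driven loss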
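HeLa cells stably expressing Vif and C-terminally eYFP-tagged A3G, seeded overnight at 37 deg C, then exposed to compound by pintool overnight at 37 deg C. Rise in yellow fluorescence (Ex 488/Em 500-530, Acumen) marks blocked Vif-driven A3G degradation.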
Starred values were filed as active, the others as inactive; ? = inconclusive; · = no result given; & = joins results of further samples; [ ] = remark or other dose. The call rests on the fitted dose curve; in most records, active means well fitted curve in the direction sought with a large enough effect; inconclusive means small, poorly fitted or top-dose-only effect, or another doubt; inactive means no such curve, though single readings can be large; an effect the other way counts as inactive or inconclusive. Potency means the concentration at half of the fitted maximal effect.

mol	RXFP1 ag	12-LOX inh	IDH1 R132H inh	Vif-A3F inh	RGS4 inhibitor	TrxR1 substrate	USP1-UAF1 inh	rTrxR1 inhibitor	Vif-APOBEC3G blk
CCOC(=O)c1cc2c(=O)n3ccccc3nc2n(Cc2ccccc2)c1=N	0.6%	0%	0%	0%	2%	118%[activator]	0%	-4%	-1%
COc1cccc(N2CCN(C3=NS(=O)(=O)C(c4ccc(C)cc4)=C3C)CC2)c1	0.2%	?	-18%	-5%	16%	5%	-18%	22%	0%
COC(=O)c1ccc(Oc2nc(N3CCCCC3)nc(N3CCOCC3)n2)cc1	-0.7%	-8%	0%	-4%	-5%	7%	-12%	11%	1%
O=C(Cc1ccccc1)N/N=C/c1ccc(-c2ccc([N+](=O)[O-])cc2)o1	1.5%	-3%	9%	?	-46%	-13%	?	-17%	7.9µM*
Cc1ccc(NC(=O)N2CC3CCCN3c3ccccc32)cc1C (stereo not given)	-2.8%	-2%	15%	-2%	-15%	-7%	-5%	-13%	-4%
N#CCSc1ccccc1NC(=O)CN1C(=O)NC(CCc2ccccc2)C1=O (stereo not given)	·	?	5%	25µM*	·	·	-24%	·	-14%
CCOCc1c(C(=O)NC2CCCCCC2)oc2ccccc12	-0.3%	-4%	24%	-1%	-5%	4%	-28%	19%	7%
Cc1ccc(CC(=O)N2CCN(c3ccc([N+](=O)[O-])cc3)CC2)cc1	-1.0%	-24%	-8%	8%	-4%	-16%	-7%	-30%	1%
O=C(/C=C/c1ccc2c(c1)OCO2)N1CCOCC1	1.5%	0%	5%	1%	-9%	18%	-9%	-20%	1%
CCCC(=O)NC(c1ccc(N(C)C)cc1)c1c(O)ccc2ccccc12 (stereo not given)	-1.3%	-1%	1%	4%	-11%	10%	-22%	19%	-5%
O=S(=O)(c1ccc(Br)cc1)N1CCN(Cc2ccco2)CC1	-0.1%	-5%	7%	1%	-3%	-3%	-3%	-7%	-4%
CCOc1ccc(CNC(=O)c2ccc(Sc3ccc(C)cc3)c(NC(C)=O)c2)cc1OC	-1.1%	-4%	-6%	0%	-5%	-6%	-11%	-6%	1%
COc1ccc(NC(=S)NC(NC(=O)c2ccccc2Cl)C(Cl)(Cl)Cl)c([N+](=O)[O-])c1 (stereo not given)	-1.1%	?	1%	1%	-19%	3%	-26%	-25%	2%
O=C(Cn1cnc([N+](=O)[O-])n1)c1ccccc1	1.8%	20%	9%	-2%	17%	6%[57.1 µM]	-42%	-12%	1%
Cc1nnc(NC(=O)CC(NC(=O)C(F)(F)F)c2ccccc2)s1 (stereo not given)	1.9%	3%	9%	0%	-36%	-10%[57.1 µM]	-9%	26%	1%
COc1cc(C(=O)Nc2ccc(-c3nnc(-c4ccco4)o3)cc2)cc(OC)c1OC	0.5%	-23%	2%	-6%	9%	28%	-5%	15%	-1%
CCOc1cc(C(=O)Nc2ccc3oc(-c4ccc(CC)cc4)nc3c2)cc(OCC)c1OCC	0.7%	-16%	3%	2%	11%	7%	1%	6%	2%
COc1cc(O)c2c(=O)cc(-c3ccccc3)oc2c1	1.1%	-27%&-10%	-1%	-1%	22%	1%	9%	16%	-1%
COc1ccc(C(=O)NNC(=O)COc2ccc(Cl)cc2)c(OC)c1	0.1%	50%[activator]	-4%	2%	-4%	3%	-2%	6%	-1%
COc1ccc(N2CCN(C(=O)c3ccc(Cn4nc(C)c([N+](=O)[O-])c4C)o3)CC2)cc1	-0.3%	479%[activator]	6%	-25%	-27%	2%	-18%	6%	-12%

In the list so far, these contain an aryl thioether with sulfur outside any ring:
mol	RXFP1 ag	12-LOX inh	IDH1 R132H inh	Vif-A3F inh	RGS4 inhibitor	TrxR1 substrate	USP1-UAF1 inh	rTrxR1 inhibitor	Vif-APOBEC3G blk
N#CCSc1ccccc1NC(=O)CN1C(=O)NC(CCc2ccccc2)C1=O (stereo not given)	·	?	5%	25µM*	·	·	-24%	·	-14%
CCOc1ccc(CNC(=O)c2ccc(Sc3ccc(C)cc3)c(NC(C)=O)c2)cc1OC	-1.1%	-4%	-6%	0%	-5%	-6%	-11%	-6%	1%

(continued)
mol	RXFP1 ag	12-LOX inh	IDH1 R132H inh	Vif-A3F inh	RGS4 inhibitor	TrxR1 substrate	USP1-UAF1 inh	rTrxR1 inhibitor	Vif-APOBEC3G blk
CCS(=O)(=O)CCn1c([N+](=O)[O-])cnc1C	-0.5%	0%	9%	5%	-20%	-9%	-23%	-21%	4%
COC(=O)C1=C(C)N(Cc2ccco2)C(=O)/C1=C\c1ccc([N+](=O)[O-])cc1	2.0%	?	3%	3.2µM*	?	-1%	-19%	20µM*	?
N#C/C(=C/c1ccccc1OCc1ccc(F)cc1)c1ccc(C(=O)O)cc1	0.2%	?	-2%	-6%	0%	-7%	-23%	2%	1%
CCN1CCN(C(=O)c2cc3cc([N+](=O)[O-])ccc3oc2=O)CC1	1.1%	4%	0%	-1%	-6%	-1%	-11%	-7%	4%
O=C(Cn1nnc2c(cnn2-c2ccc(F)cc2)c1=O)c1ccccc1F	1.0%	47%[activator][57.4 µM]	2%	0%	5%	1%	-5%	4%	0%
CCOC(=O)CN(C#N)c1nc(N(C)C)nc(N(C)C)n1	2.7%	43%[activator]	8%	11%	3%	-5%	-19%	-1%	1%
COc1cc(OC)c(N(C)C(=O)Nc2cn(CC(C)C)c(=O)c3ccccc23)cc1Cl	-3.5%	-9%	-11%	3%	18%	8%	-21%	5%	0%
Cc1ccc(Cl)cc1NC(=O)c1sc(-n2nc(C)c(Cc3ccc4c(c3)OCO4)c2C)nc1C	8.7%	0%	4%	0%	8%	8%	?	29%	2%
O=C1NC2(CCCCC2)Oc2ccccc21	0.4%	386%[activator]	3%	-20%	6%	1%	-26%	13%	1%
Cc1nnc(SCC(=O)N(CC(C)C)c2c(N)n(Cc3ccccc3)c(=O)[nH]c2=O)n1N	-1.6%	?	-4%	-6%	2%	1%	-14%	8%	0%
Fc1ccc(CNCc2ccccc2Cl)cc1	2.6%	-18%	-1%	0%	7%	-6%	-26%	-24%	-5%
O=C(CCN1C(=O)c2ccccc2C1=O)Nc1sc2c(c1C(=O)NCc1ccco1)CCCC2	4.4%	-3%	8%	3%	-21%	1%[57.1 µM]	-17%	20µM*	2%
CNC(=O)C[C@H]1C(=O)N(c2ccc(OC)cc2)C[C@@H]1CSC	·	19%	2%	-3%	·	·	-15%	·	-1%
COc1ccccc1N1CCN(C(=O)c2c(-c3c(Cl)cccc3Cl)noc2C)CC1	-0.7%	-2%	5%	2%	21%	4%[57.1 µM]	5%	13%[57.1 µM]	-15%
O=C(N/C=C/c1ccccc1)Nc1ccc(Cl)cc1	0.7%	6%	1%	1%	18%	-5%	-21%	-8%	1%
COc1ccc(C(=O)N/C(=C\c2ccccc2)C(=O)Nc2cccc(C(=O)O)c2)cc1	2.1%	0%	-10%	-3%	5%	3%	-22%	21%	0%
CCOc1ccc(-c2noc(=O)[nH]2)cc1	1.5%	31%[activator]	6%	-2%	-1%	2%	-22%	12%	-5%
NS(=O)(=O)c1ccc(O)c(NC(=O)c2ccc([N+](=O)[O-])o2)c1	0.4%	1%	3%	12%	?	-6%	-20%	-32%	-25%
COc1cccc(-c2sc3ccc(OC)cc3c2-c2ccc(OCCN(C)C)cc2)c1	·	?	6%	6%	-25%	8%	?	41%[activator]	2%
COc1ccc(NC(=O)CN(Cc2ccccc2)S(C)(=O)=O)cc1OC	-0.1%	-7%	1%	-4%	-6%	7%[57.1 µM]	-18%	4%[57.1 µM]	-1%
COC(=O)c1coc(-c2ccc(C)cc2)c1C(=O)OC	0.0%	243%[activator]	3%	1%	-8%	-13%	-10%	14%[57.1 µM]	-2%
CCn1cc(C2N3CC4(C)CN2CC(C)(C3)C4=O)c2ccccc21 (stereo not given)	0.2%	28%	-2%	-10%	17%	6%[57.1 µM]	-5%	18%[57.1 µM]	0%
COc1ccc(S(=O)(=O)n2oc(=O)cc2-c2ccccc2)cc1	0.6%	?	1%	-14%	?	-3%	-6%	?	0%
CC1CCc2c(sc3nc(C(C)(C)C)nc(N4CCN(C(=O)CCl)CC4)c23)C1 (stereo not given)	2.4%	?	41µM*	6%	-29%	-6%	?	?	-18%
CCn1c(COc2ccccc2C)nnc1SCC(=O)CC(=O)Nc1ccccc1OC	2.7%	-23%	3%	1%	-10%	-2%	-10%	-6%	0%
O=S(=O)(Nc1cc(S(=O)(=O)N2CCOCC2)ccc1O)c1ccc2c(c1)OCCCO2	-1.1%	?	1%	2%	?	2%	-24%	-3%	4%

This is a subset, so the mix of outcomes need not match the whole.
